# Bioassay records as filed in PubChem BioAssay.
# HePTP inhibitor: human HePTP phosphatase inhibition | AID 521 | P35236 | actives 0.64% (n = 110,000) | recombinant HePTP phosphatase activity, OD absorbance | inhibition, % at 20 µM; in the data active = inhibition above about 50%;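 also: plate controls were vehicle for no effect and reference inhibitor for full effect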
# Target sequence (P35236 whole entry, looked up): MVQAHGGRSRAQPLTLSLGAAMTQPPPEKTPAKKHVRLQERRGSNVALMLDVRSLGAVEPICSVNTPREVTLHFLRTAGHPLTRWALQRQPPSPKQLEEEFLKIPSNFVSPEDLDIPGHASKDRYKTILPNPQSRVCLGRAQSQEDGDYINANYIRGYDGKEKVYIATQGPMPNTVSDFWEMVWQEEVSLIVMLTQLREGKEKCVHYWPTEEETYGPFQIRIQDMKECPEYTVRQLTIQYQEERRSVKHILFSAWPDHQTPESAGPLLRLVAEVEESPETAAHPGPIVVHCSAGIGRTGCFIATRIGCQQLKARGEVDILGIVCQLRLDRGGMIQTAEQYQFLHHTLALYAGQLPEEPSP
# BAP1 inh: blocks human BAP1 ubiquitin-AMC hydrolysis | Q92560 | recombinant BAP1, Ub-AMC hydrolysis fluorescence kinetic; hits give low values | activity remaining (% of control), % at 20 µM | actives 0.48% (n = 72,000) | AID 436;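 active = activity remaining at or below 50% of control, provided the compound also passes the data quality filters; inactive = the rest, including low values that fail the filters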;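 also: 100% = DMSO wells rate and 0% = substrate alone blank rate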
# Target sequence (Q92560 whole entry, looked up): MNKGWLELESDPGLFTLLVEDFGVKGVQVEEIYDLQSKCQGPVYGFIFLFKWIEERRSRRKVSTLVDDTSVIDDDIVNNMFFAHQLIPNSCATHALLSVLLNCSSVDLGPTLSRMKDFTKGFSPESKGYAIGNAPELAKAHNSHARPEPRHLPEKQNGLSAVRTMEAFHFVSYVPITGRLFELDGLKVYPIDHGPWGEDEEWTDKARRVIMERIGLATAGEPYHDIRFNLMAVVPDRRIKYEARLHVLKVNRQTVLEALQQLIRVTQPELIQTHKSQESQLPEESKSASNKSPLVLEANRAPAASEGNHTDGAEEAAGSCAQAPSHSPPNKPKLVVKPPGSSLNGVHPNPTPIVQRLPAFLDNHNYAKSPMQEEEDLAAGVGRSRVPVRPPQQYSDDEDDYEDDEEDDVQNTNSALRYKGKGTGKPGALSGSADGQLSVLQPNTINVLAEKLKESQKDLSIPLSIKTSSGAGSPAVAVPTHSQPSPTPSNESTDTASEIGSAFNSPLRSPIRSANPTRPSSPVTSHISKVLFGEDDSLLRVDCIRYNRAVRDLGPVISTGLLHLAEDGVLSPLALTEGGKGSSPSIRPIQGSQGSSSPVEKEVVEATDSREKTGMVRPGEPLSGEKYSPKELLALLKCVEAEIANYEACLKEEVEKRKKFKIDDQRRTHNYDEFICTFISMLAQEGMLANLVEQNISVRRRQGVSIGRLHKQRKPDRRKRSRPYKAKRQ
# An asterisk follows results filed as active; . = not tested or not shown; & = joins results of further samples.
SMILES,HePTP inhibitor,BAP1 inh
CC1=C(C#N)c2nc(N)c(C#N)c(C)c2/C1=C\c1cc([N+](=O)[O-])ccc1Cl,-3,.
CC(C)C(NC(=O)c1ccc(Cl)cc1)C(=O)NC1=NCCS1 (centres undefined),1,.
O=C(OCC(=O)N1CCN(C(=O)c2ccco2)CC1)c1cc(-c2ccc(F)cc2)nc2ccccc12,-5,.
Cc1ccc(-n2nc3c(c2NC(=O)c2ccc4c(c2)OCO4)CSC3)c(C)c1,10,101
CC(C)CCCC(C)CCOC(=O)CN1CCOCC1 (centres undefined),6,.
Cc1[nH]c2ccc(Br)cc2c1CC(=O)N/N=C/c1ccc(Cl)c(Cl)c1,-18,.
CN(C)c1ccc(/C=C/C(=O)/C=C/c2ccc(N(C)C)cc2)cc1,3,.
CCOC(=O)C1CCN(S(=O)(=O)c2ccc3c(c2)CCCN3C(C)=O)CC1,3,100
Cc1nnc(C)n1/N=C/c1ccc2c(c1)OCCO2,-11,75
COC(=O)c1ccccc1NC(=O)C1CC(=O)N(c2ccc(Br)cc2)C1 (centres undefined),-14,.
CC1=C(C(=O)Nc2ccc(Cl)cc2)C(c2cccc([N+](=O)[O-])c2)NC(=S)N1 (centres undefined),8,.
O=C(NCc1ccc2c(c1)OCO2)C1CCC(CNc2c(N3CCCC3)c(=O)c2=O)CC1 (centres undefined),0,80
Cc1ccc(-n2nc(C)c3c2OC(N)=C(C#N)C3c2ccncc2)cc1 (centres undefined),-2,85
Cc1ccc(-c2nc3sccn3c2NC(=O)c2ccc(Cl)cc2)cc1,3,.
N#CC1=C(N)SC2(CCCCC2)SC1c1ccccc1 (centres undefined),8,96
CCCN(CCO)Cc1ccc(Cl)c(Cl)c1,-1,86
O=C(NCc1ccncc1)c1cccc(Br)c1,2,.
O=C(CN(c1cccc([N+](=O)[O-])c1)S(=O)(=O)c1ccccc1)NCCSc1ccccc1,-4,.
O=C(COc1ccc(Cl)cc1)N1CCN(C(=O)c2cccc(F)c2)CC1,7&-10,102
O=C(NCC1CCCO1)C1CCC(=O)N1CCc1ccccc1 (centres undefined),5,87
Cc1ccc(NS(=O)(=O)c2cccc([N+](=O)[O-])c2)cc1Cl,0,.
Cc1ccc(-c2nnc(SCc3ccccc3F)o2)cc1,3,51
COc1ccc(N2C(=O)CC(Cc3ccc(Cl)cc3)C2=O)cc1 (centres undefined),-8,63
COc1cccc(Oc2nnnn2-c2ccccc2)c1,10,104
O=C1CC(Sc2ccc(Cl)cc2)C(=O)N1c1ccc(Br)cc1 (centres undefined),.,86
CCOC(=O)c1c(NC(=O)CSc2nnc(-c3cccnc3)n2Cc2ccco2)sc(C)c1C,-1,92
COc1ccccc1CNC(=O)C/C(C)=N/NC(=O)C(=O)NC(C)C,2,.
COc1ccc(S(=O)(=O)N2CCN(CCN3C(=O)c4cccc5cccc(c45)C3=O)CC2)cc1[N+](=O)[O-],8,.
O=C(O)CC(NCc1ccco1)C(=O)OCC1CCCO1 (centres undefined),6,139
COc1ccc(C(NC(N)=O)c2ccccc2)cc1 (centres undefined),2,100
O=C(Nc1cccnc1)c1c(F)cccc1F,9,95
COc1ccc(-n2cnnc2SC(C)c2nc3sc(C)c(C)c3c(=O)[nH]2)cc1 (centres undefined),3,.
O=C1CC(N2CCN(C(c3ccccc3)c3ccccc3)CC2)C(=O)N1c1ccc(Cl)cc1 (centres undefined),8,.
COc1ccc(N(CC(=O)N2CCN(C)CC2)S(C)(=O)=O)cc1OC,8,98
O=C1c2ccccc2C(O)(Cc2ccccc2)N1C1CCCCC1 (centres undefined),0,84
NC(=O)SCC(=O)Nc1ccccc1O,4,.
O=C(Nc1ccc2c(c1)OCO2)c1nn2c(c1Cl)NC(c1cccs1)CC2C(F)(F)F (centres undefined),1,.
COc1ccc(-n2cnc3cc(Nc4nnc(C)c5ccccc45)ccc32)cc1,-1,.
Cc1cccn2c(=O)c3cc(C#N)c(=NC(=O)c4cccnc4)n(CC4CCCO4)c3nc12 (centres undefined),0,254
CC(COc1ccccc1)N(CCCl)Cc1ccccc1 (centres undefined),4,89&92
CCc1nnc(NC(=O)CSc2nnc(COc3ccccc3)n2-c2ccc(C)cc2)s1,6,97
COC(=O)c1ccc(NC(=O)c2ccoc2C)cc1,-8,.
Cc1nc(N2CCN(C(=O)CCC(=O)O)CC2)c2c(C)c(C)sc2n1,2,97
Nc1nc(-c2nc3ccccc3[nH]2)cs1,9,61
Cc1cc(Cl)ccc1OC(C)C(=O)Nc1ccc(Cl)c([N+](=O)[O-])c1 (centres undefined),8,.
COc1ccc(C2CC(=O)c3cnc(NC(=O)c4ccccc4OC)nc3C2)c(OC)c1 (centres undefined),13,105
O=C(NNC(=S)Nc1ccccc1)c1cc(-c2ccccc2)nc2ccccc12,6,.
CC(C)(C)C(=O)CC(O)(c1ccccc1)C(F)(F)C(F)F (centres undefined),-14,.
COCCNC(=O)CCCCCN1C(=O)CCC1=O,13,153
COc1ccccc1Oc1ccc(S(=O)(=O)Nc2cccnc2)cc1,-12,101
CCc1c(C)nc(SCC(=O)N2CCc3ccccc32)[nH]c1=O,-5,108
Cc1cccc(C2CC(c3ccc(F)cc3)Nc3nc(N)nn32)c1 (centres undefined),-5,93
Nc1nc(-c2ccc(Cl)cc2Cl)cn1N,3,79
O=C(NCCCn1ccnc1)c1cc(-c2ccc3c(c2)OCO3)on1,-10,100
Cc1c(C(=O)N2CCOCC2)sc2ncnc(N3CCc4ccccc4C3)c12,5,100
Cc1cccc(NC(=O)CN(C)S(=O)(=O)c2cccc3nsnc23)c1C,-5,105
CN(C)c1cc(NC(=O)CNC(C)(C)CC(C)(C)C)c2ccccc2n1,6,.
O=C(O)CC(Cc1ccc(Br)cc1)C(=O)O (centres undefined),4&-7,91
CC(C)NS(=O)(=O)c1ccc(OCC(=O)NCc2cccnc2)cc1,2,104
O=C(CSc1nc2ccccc2o1)c1ccc2c(c1)OCCO2,-2,71

# The list goes on.
SMILES,HePTP inhibitor,BAP1 inh
CCCn1c(-c2ccc(F)cc2)cnc1SCC(=O)O,15,99
O=C(CSc1ncn[nH]1)Nc1ccccc1C(=O)O,5,91
COc1ccc(/C=C(\NC(=O)c2ccccc2)C(=O)N/N=C/c2ccncc2)cc1,-17,.
CC(=O)Nc1ccc(N/C=C/C(=O)c2ccc(C)o2)cc1,-10,94
CC(C)CN(CC(C)C)c1nnc(N)s1,3,98
CCC(C)NC(=O)N[C@@H](Cc1ccccc1)C(=O)O (some centres undefined),5,116
CCCn1c(=O)c2ccccc2n2c(SCC(=O)c3cc(C)n(CC4CCCO4)c3C)nnc12 (centres undefined),8,126
CN(N)c1nc(N2CCCC2)nc(N2CCCC2)n1,-3,.
Cc1cc(C)n(-c2cc(N/N=C\c3ccc(N(C)C)cc3)nc(C)n2)n1,3,.
CCOC(=O)c1c(N)sc2c(N)cccc12,.,169
CCOC(=O)N1CCC(NC(=O)CCc2nc(-c3ccc(C)cc3)no2)CC1,7,101
CC(NS(=O)(=O)c1ccccc1)C(=O)Nc1nccs1 (centres undefined),5,105
CCOCCCN1C(=O)CN(C2CCCCCC2)C(=O)C1c1ccc(OC)cc1 (centres undefined),3,58
Oc1ccccc1-c1nc(N2CCN(Cc3ccccc3)CC2)c2ccccc2n1,-1,.
COc1ccc(-c2ccc(/C=C3\C(=O)NN(c4ccc(Cl)c(Cl)c4)C3=O)o2)c([N+](=O)[O-])c1,31,.
C=CCn1c(SCc2ccc(C(=O)OC)cc2)nc2sc(C)c(C)c2c1=O,3,.
NC(=O)C(=O)NCc1ccc(Cl)cc1,-2,.
CCc1ccc(NC(=O)CC2Nc3ccccc3NC2=O)cc1 (centres undefined),1,.
NCCc1nnc(SCc2c(F)cccc2Cl)o1,0,89
Cc1onc(-c2ccccc2Cl)c1C(=O)Nc1ccc(-c2cn3cccnc3n2)cc1,12,.
CCOC(=O)C1=C(C)N=c2s/c(=C\C=C\c3ccccc3)c(=O)n2C1c1ccc(OC(C)=O)cc1 (centres undefined),12,.
O=C(Nc1nc(-c2ccc3ccccc3c2)cs1)c1ccncc1,-1,.
COc1ccc(-c2csc3nc(C)n(-n4cccc4)c(=O)c23)cc1OC,-4,97
CC(C)CC(NC(=O)C(NC(=O)OC(C)(C)C)C(C)C)C(=O)N1CCCC1C(N)=O (centres undefined),-2,81

# Structures listed so far containing a nitro group on carbon (7):
SMILES,HePTP inhibitor,BAP1 inh
CC1=C(C#N)c2nc(N)c(C#N)c(C)c2/C1=C\c1cc([N+](=O)[O-])ccc1Cl,-3,.
CC1=C(C(=O)Nc2ccc(Cl)cc2)C(c2cccc([N+](=O)[O-])c2)NC(=S)N1 (centres undefined),8,.
O=C(CN(c1cccc([N+](=O)[O-])c1)S(=O)(=O)c1ccccc1)NCCSc1ccccc1,-4,.
Cc1ccc(NS(=O)(=O)c2cccc([N+](=O)[O-])c2)cc1Cl,0,.
COc1ccc(S(=O)(=O)N2CCN(CCN3C(=O)c4cccc5cccc(c45)C3=O)CC2)cc1[N+](=O)[O-],8,.
Cc1cc(Cl)ccc1OC(C)C(=O)Nc1ccc(Cl)c([N+](=O)[O-])c1 (centres undefined),8,.
COc1ccc(-c2ccc(/C=C3\C(=O)NN(c4ccc(Cl)c(Cl)c4)C3=O)o2)c([N+](=O)[O-])c1,31,.

# Pulled one by one from above (7):
SMILES,HePTP inhibitor,BAP1 inh
Oc1ccccc1-c1nc(N2CCN(Cc3ccccc3)CC2)c2ccccc2n1,-1,.
CCc1ccc(NC(=O)CC2Nc3ccccc3NC2=O)cc1 (centres undefined),1,.
CCOCCCN1C(=O)CN(C2CCCCCC2)C(=O)C1c1ccc(OC)cc1 (centres undefined),3,58
NC(=O)C(=O)NCc1ccc(Cl)cc1,-2,.
CC(C)CC(NC(=O)C(NC(=O)OC(C)(C)C)C(C)C)C(=O)N1CCCC1C(N)=O (centres undefined),-2,81
COc1ccc(-c2csc3nc(C)n(-n4cccc4)c(=O)c23)cc1OC,-4,97
C=CCn1c(SCc2ccc(C(=O)OC)cc2)nc2sc(C)c(C)c2c1=O,3,.

# The listing continues.
SMILES,HePTP inhibitor,BAP1 inh
CCC(=O)Nc1nc2ccccc2n1CCCN(C)C,4,.
O=c1/c(=C/c2cc(Br)ccc2O)sc2nc3ccccc3n12,3,.
CCOC(=O)c1cnc2ccc(Br)cc2c1NCCO,-12,.
Cc1ccc(-c2cc(NC(=O)c3ccncc3)n[nH]2)cc1,6,.
Cc1ccc(NC(=O)NC(=O)N(c2ccc(Cl)cc2)S(C)(=O)=O)cc1,.,156
COc1ccc2cc(C(=O)NC(C)=O)c(=Nc3ccc(F)cc3)oc2c1,.,63
COc1ccc(-c2noc(CN3C(=O)c4ccccc4C3=O)n2)cc1,-3,96
Cc1cc(NC(=O)NC2CCCN2S(=O)(=O)c2ccc(Cl)cc2)no1 (centres undefined),1,93
COc1ccc(N(CC(=O)N2CCCC2)S(C)(=O)=O)c(OC)c1,4,.
CC(=O)Nc1cccc(NC(=O)c2cc3ccccc3o2)c1,-9,96
CCCC(C(=O)N1CCOCC1)N1C(=O)C2C3C=CC(C3)C2C1=O (centres undefined),-15,112
COC(=O)CN(c1cc(OC)ccc1OC)S(=O)(=O)c1ccccc1,-6,.
CCC(C)Nc1nc2c(C)cccn2c(=O)c1C=Nc1ccc(OC)cc1 (centres undefined),.,81
CCOc1cc(OCC)cc(C(=O)Nc2ccc(F)c([N+](=O)[O-])c2)c1,-14,.
COc1ccc2ccccc2c1C(O)c1nccn1C (centres undefined),6,95
O=C(O)CCN1C(=O)/C(=C2\C(=O)N(Cc3ccccc3Cl)c3ccccc32)SC1=S,102*,.
COc1cc(C2NC(=O)NC(C)=C2C(=O)Nc2ccc(C)cc2)ccc1O (centres undefined),9,.
O=C1c2ccc(-c3nc4cc(Cl)ccc4c(=O)o3)cc2C(=O)N1c1cccc([N+](=O)[O-])c1,10,.
COc1ccc(S(=O)(=O)N2CCN(C(=O)c3ccco3)CC2)cc1,6,.
COc1ccccc1NC(=O)CN(c1ccccc1F)S(C)(=O)=O,6,113
COc1ccc(C(=O)n2nc(C)c(Sc3ccccc3)c2C)cc1,8,.
CCOC(=O)c1cnn(-c2ncnc3c2oc2ccccc23)c1N,8,102
c1ccc(Oc2cccc(OCCCn3cncn3)c2)cc1,2,110
COC(=O)Cn1c(=O)c2c(nc3n2CC(C)CN3c2ccc(C)c(C)c2)n(C)c1=O (centres undefined),12,82
CCCc1ccc(-c2ccc(C(=O)OCc3ccco3)cc2)nc1,.,53
CS(=O)(=O)N(CC(=O)NCCSc1ccccn1)c1cccc(Cl)c1,7,.
O=S(=O)(NCCSc1ccccc1)c1cccs1,13,96
CSc1nnc([C@H](C)NC(=O)OC(C)(C)C)o1,-8,113
Cc1ccc(C(=O)NCC(=O)c2ccccc2)cc1,4,.
COc1ccc(-n2c(SCC(=O)N3CCCCC3)nc(O)cc2=O)cc1,-8,88
Cc1c(NC(=O)CN2CCCc3ccccc32)c(=O)n(-c2ccccc2)n1C,10,94
CC(=O)CC(=O)Nc1ccccc1-c1ccccc1,1,.
CC(=O)Nc1ccc2c(c1)C1C=CCC1C(C(=O)O)N2 (centres undefined),80*,.
Cc1ccccc1NC(=O)Cn1nnc(-c2ccc(N3CCOCC3)cc2)n1,0,.
Cc1cc(N=Cc2cc(Br)ccc2O)no1,9,98
O=C(O)Cn1nnn(-c2ccccc2)c1=S,-8,.
CC(C)C(NC(=O)C1CCCCC1)C(=O)NC1CCN(Cc2ccccc2)CC1 (centres undefined),9,96
COc1ccccc1N1CCN(C(=O)/C=C/c2ccc(C)cc2)CC1,11,.
COc1ccc(-c2cc(C(=O)N3CCCC3)c3ccccc3n2)c(OC)c1,41,.
CC1=NN(c2ccc(S(N)(=O)=O)cc2)C(=O)/C1=C\c1ccc(-c2cc([N+](=O)[O-])ccc2Cl)o1,-19,.
COc1cc(/C=N/n2cnnc2)cc(Br)c1OCCOc1ccc(C(C)(C)C)cc1,-2,.
COC(=O)[C@H](Cc1ccccc1)NC(=O)N1CCCCC1C (some centres undefined),7,103
CCOC(=O)CSc1nnc(Cc2ccccc2)n1Cc1ccco1,6,85
